OX1R antag-1: blocks the human orexin 1 receptor; O43613; OX1R-expressing cells, FRET antagonist read-out; inhibition, % at 6.6 µM; hit rate 1.8% among 330,000; AID 485270; in the data active means inhibition mostly above about 38%, no sharp cut-off; inactive means mostly below about 40%;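 further: 0% = agonist challenge alone and 100% = reference antagonist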
Target sequence (O43613 whole entry, looked up): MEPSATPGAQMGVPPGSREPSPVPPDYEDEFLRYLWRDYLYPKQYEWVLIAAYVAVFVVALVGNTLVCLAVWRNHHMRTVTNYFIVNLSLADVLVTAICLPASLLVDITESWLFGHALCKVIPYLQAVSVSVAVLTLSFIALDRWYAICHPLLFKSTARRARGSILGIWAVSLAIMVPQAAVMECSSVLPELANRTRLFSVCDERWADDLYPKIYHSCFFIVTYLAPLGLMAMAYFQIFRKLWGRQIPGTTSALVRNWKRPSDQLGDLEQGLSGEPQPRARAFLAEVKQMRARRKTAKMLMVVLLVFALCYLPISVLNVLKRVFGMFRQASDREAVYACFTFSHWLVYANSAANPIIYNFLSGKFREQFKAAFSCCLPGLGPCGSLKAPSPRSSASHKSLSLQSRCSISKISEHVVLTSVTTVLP
OX1R antag-2: human HCRTR1 antagonism. O43613. AID 434989. inhibition, % at 5 µM. hit rate 0.43% among 330,000. CHO/OX1R cells, Fluo-8 calcium fluorescence, orexin A;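 active means inhibition above its plate's threshold, mean inhibition of all tested compounds on the plate plus 3 SD, cut at about 37% in these data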;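 further: 0% = orexin A challenge wells and 100% = SB-334867-A antagonist wells; not every result past the cut was called active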
Starred values were filed as active, the others as inactive.

The opening two entries, to show the layout:
SMILES	OX1R antag-1	OX1R antag-2
COC(=O)C(CCSC)NC(=O)c1cccc([N+](=O)[O-])c1 (configuration not stated)	27	6
O=C(O)CSCCOc1ccc(OCCSCC(=O)O)cc1	9	-6

Results, previewed entries included:
SMILES	OX1R antag-1	OX1R antag-2
COC(=O)C(CCSC)NC(=O)c1cccc([N+](=O)[O-])c1 (configuration not stated)	27	6
O=C(O)CSCCOc1ccc(OCCSCC(=O)O)cc1	9	-6
COc1cc(/C=N/NC(=O)Cn2nc([N+](=O)[O-])cc2C)cc(Br)c1OCc1ccccc1	26	-5
O=C(CN1CCN(c2ccc(O)cc2)CC1)NCC(=O)Nc1ccc(F)c(F)c1F	0	7
CCOc1ccccc1C(=O)Nc1ccccc1O	18	-19
Cc1ccc(S(=O)(=O)NCc2ccccc2)cc1	6	9
Cc1ccccc1Cn1cc(NC(=O)c2cc(-c3ccco3)on2)cn1	2	-6
O=C(C1COc2ccccc2O1)N1CCN(c2ccc(F)cc2)CC1 (configuration not stated)	5	-10
CC(Sc1nnc(NC2CCCCC2)s1)C(=O)N1CCOCC1 (configuration not stated)	0	-14
CCC(C)Sc1cccc(-c2nc3cc(C)ccn3c2NCc2ccccc2)c1 (configuration not stated)	34	20
Cc1ccc(C)n1-n1c(C)nc2scc(-c3ccccc3)c2c1=O	18	-24
CCCCCNC(=O)C(C)NS(=O)(=O)c1ccc(OC)cc1 (configuration not stated)	5	-23
O=C(CCCCCN1C(=O)c2cccc3cccc(c23)C1=O)NCc1cccnc1	10	-16
CCCc1cc(=O)oc2cc(OCC(=O)Nc3ccc4c(c3)OCCO4)ccc12	19	-9
COc1ccc(NC(=O)CN(C)C(=O)c2cccc(NS(=O)(=O)c3ccc(Br)cc3)c2)cc1	25	-29
C[C@H]1CN([C@@H](C)CO)C(=O)c2cccc(NC(=O)C3CC3)c2O[C@H]1CN(C)Cc1ccncc1	6	-8
COC(=O)[C@@H]1OC(=O)[C@H]2O[C@@]23[C@@]1(C)CC[C@@H]1[C@@]2(C)C=CC(=O)OC(C)(C)[C@@H]2CC(=O)[C@]13C	7	-1
Cc1ccc(NC(=O)CSc2nc3ccccc3c(=O)n2CCCC(=O)NCCCN2CCOCC2)cc1	18	-42
CS(=O)(=O)N(CC(=O)N1CCCCCC1)Cc1ccc(Cl)cc1	25	-36
O=C1COc2ccc(C(=O)COC(=O)c3ccco3)cc2N1	13	-14
CN(CC(=O)NCC1COc2ccccc2O1)S(=O)(=O)c1ccc(Cl)cc1 (configuration not stated)	14	-18
O=C(CC(c1ccc(F)cc1)c1ccco1)Nc1nccs1 (configuration not stated)	33	-20
COc1ccccc1-c1coc2cc(OCC(=O)OCc3ccccc3)ccc2c1=O	16	5
O=C(Nc1ccc2c(c1)CCC2)c1cccs1	34	10
O=C(NN=C1c2ccccc2-c2ccccc21)c1ccccc1	34	-24
CC1CC(Nc2ccccc2)c2ccccc2N1C(=O)c1ccncc1 (configuration not stated)	16	-18
Cc1cccc(-n2ncc3c(N4CCc5ccccc54)ncnc32)c1	0	-7
Cc1cccc(CNC(=O)c2ccccc2NC(=O)C2=CSCCO2)c1	25	-5
Cc1ccc(C(=O)NNC(=O)C2CCN(c3ncccn3)CC2)cc1	15	-17
CC1CCCCC12NC(=O)N(CC(=O)NCc1ccccc1Cl)C2=O (configuration not stated)	4	-19
O=C(CC1CCCC1)Nc1cc(S(=O)(=O)N2CCOCC2)ccc1O	6	1
COc1ccc(Cl)cc1NC(=O)CS(=O)(=O)c1cccc2nsnc12	56	-24
O=C(c1cccc([N+](=O)[O-])c1)N1CCCC(C(=O)N2CCN(c3ccccc3)CC2)C1 (configuration not stated)	21	-22
CC(C)c1ccc(NC(=S)NNC(=O)c2cccnc2)cc1	2	4
COc1cc(-c2cc(C(=O)N3CCN(c4ccccn4)CC3)c3ccccc3n2)cc(OC)c1OC	13	-16
O=C(c1ccc(Br)cc1)N(C1=NCCCCS1)c1ccccc1	18	-11
C[C@@]12C(=O)Nc3cc(Cl)ccc3C(=O)N1[C@H]1c3cc(Br)ccc3OC[C@@H]1[C@@H]2c1ccccc1	33	-17
CCc1cc(C(=O)N2CCCC(C(=O)c3cccc4ccccc34)C2)n(C)n1 (configuration not stated)	4	-20
Cc1cccc(OC(C)C(=O)Nc2cc(S(=O)(=O)N3CCCCC3)ccc2C)c1 (configuration not stated)	1	4
O=C(COc1ccccc1)N1CCN(C(=O)c2cccs2)CC1	19	-24

Two of the compounds above, with two lines to a compound:
Values run as follows: OX1R antag-1	OX1R antag-2
C[C@H]1CN([C@@H](C)CO)C(=O)c2cccc(NC(=O)C3CC3)c2O[C@H]1CN(C)Cc1ccncc1
→ 6	-8
COC(=O)[C@@H]1OC(=O)[C@H]2O[C@@]23[C@@]1(C)CC[C@@H]1[C@@]2(C)C=CC(=O)OC(C)(C)[C@@H]2CC(=O)[C@]13C
→ 7	-1

(further entries)
SMILES	OX1R antag-1	OX1R antag-2
CCN(C[C@H]1N[C@@](Cc2ccccc2)(C(=O)OC)[C@H]2C(=O)N(C)C(=O)[C@@H]12)C(=O)c1ccccc1	13	-6
COc1ccc(C(=O)On2c(-c3ccc(Br)cc3)nc3ccccc3c2=O)cc1	4	-20
O=c1c2c([N+](=O)[O-])cc([N+](=O)[O-])cc2sn1Cc1ccccc1	35	71*
COc1ccc(CN2CCN(CC(=O)Nc3ccccc3C(=O)NC3CC3)CC2)cc1F	1	-32
Cc1ccc(/C=C/C(=O)Nc2ccc(Oc3ccccc3)cc2)o1	29	2
COc1cccc(-c2nnc(NC(=O)c3ccco3)s2)c1	53*	-2
NC(=O)COC(=O)c1cccc(S(=O)(=O)N2CCN(c3ccc(F)cc3)CC2)c1	22	-10
CCCN(CCC)C1=N/C(=C\c2ccco2)C(=O)N1c1ccccc1	17	-29
CC(C)NC(=O)c1ccccc1NC(=O)Cc1ccc(Br)cc1	19	-21
Cc1cc(NC(=O)C(C)SCC(=O)N(C)CC(=O)Nc2ccc(Br)cc2C)no1 (configuration not stated)	17	-30
CC(NS(=O)(=O)c1ccccc1)C(c1cccs1)N1CCN(c2ccccc2)CC1 (configuration not stated)	7	-29
CCCCSc1nnc(-c2cc3c(C(F)(F)F)nn(C)c3s2)n1C	15	-31
NC(=O)c1ccc(Cn2c(C(=O)c3cc(Cl)c(N)c(Cl)c3)c3ccccc3[n+]2[O-])cc1	15	-11
CC1=CCC2C(=O)N(c3ccc(C(=O)Nc4ccccc4Cl)cc3)C(=O)C2C1 (configuration not stated)	-5	-13
CCN(CC)S(=O)(=O)c1cccc(NC(=O)CSc2nc3ccccc3[nH]2)c1	53*	44*
CSc1ncccc1C(=O)Nc1cccc(S(=O)(=O)N(C)c2ccccc2)c1	24	26
O=C(OCc1nnc(-c2ccccc2)o1)c1ccc2ccccc2n1	19	-23
COc1ccc(OC)c(-c2cc(C(F)(F)F)c3c(n2)sc2c(O)cc(=O)[nH]c23)c1	4	4
O=C1COc2ccc(C(=O)CSc3ccccc3C(=O)O)cc2N1	12	-16
O=C(C[C@@H]1C/C=C\CCCC(=O)OC[C@@H]2CCCN2C1=O)N[C@@H](CO)Cc1ccccc1	5	-18
O=C(NCCc1ccccc1)C1CCN(S(=O)(=O)N2CCOCC2)CC1	-3	4
COc1ccc(CC(=O)Nc2oc(-c3ccccc3)c(-c3ccccc3)c2C#N)cc1OC	33	-12
Nn1c(Cc2ccccc2)n[nH]c1=S	4	-3
CC(Oc1ccccc1)C(=O)N=C1SC2CS(=O)(=O)CC2N1c1cccc(F)c1 (configuration not stated)	16	-26
Cc1cccc(C)c1NC(=O)COC(=O)c1ccccc1Nc1ccccc1	6	-4
CC(=O)C(N=Nc1ccccc1)(Sc1nnc(-c2ccccc2)n1-c1ccccc1)C(=O)Nc1ccccc1 (configuration not stated)	15	-11
COCc1cc(C2C(C(=O)c3ccco3)=C(O)C(=O)N2CCOCCO)ccc1O (configuration not stated)	36	-5
O=S(=O)(c1ccc(SCCO)nc1)N1CCOCC1	2	-5
CSc1ccc(/C=N/NC(=O)c2cccc(O)c2)cc1	40	-15
N#Cc1ccc(CSc2nnc(NC(=O)CCc3nc4ccccc4c(=O)[nH]3)s2)cc1	9	-1
CC(C)Oc1ccc(Cn2c(=O)oc3ccccc32)cc1	-6	-24
C=CCNCCOCCOc1ccc(C)cc1[N+](=O)[O-]	6	-8
Cc1cccc(Nc2sc(C(=O)c3cc4cc(Cl)ccc4o3)c(N)c2C#N)c1	-3	0
CCOc1ccccc1CNC(=O)Cn1c(=O)oc2ccccc21	6	-30
O=C(COc1ccc(Cl)cc1Cl)Nc1ccc(Cl)cn1	10	-40
CC(=O)Nc1ccc(NC(=O)CN(c2cccc(C)c2)S(C)(=O)=O)cc1	0	-10
CCOc1ccc(CCNC(=O)CCC(=O)c2cccs2)cc1OCC	3	-27
COc1ccc(NC(=O)CC2C(=O)N(c3cccc(OC)c3)C(=O)N2C2CCCCC2)cc1 (configuration not stated)	6	-21
CCCOc1ccc(NC(=O)CC2C(=O)N(CC)C(=S)N2CCCN2CCN(Cc3ccccc3)CC2)cc1 (configuration not stated)	18	-22
CN(C)c1ccc(N2C(=O)CSC2=S)cc1	20	-12

5 entries already listed, ordered by length of the SMILES, ascending:
SMILES	OX1R antag-1	OX1R antag-2
Nn1c(Cc2ccccc2)n[nH]c1=S	4	-3
Cc1cccc(C)c1NC(=O)COC(=O)c1ccccc1Nc1ccccc1	6	-4
Cc1cccc(Nc2sc(C(=O)c3cc4cc(Cl)ccc4o3)c(N)c2C#N)c1	-3	0
COc1ccc(NC(=O)CC2C(=O)N(c3cccc(OC)c3)C(=O)N2C2CCCCC2)cc1 (configuration not stated)	6	-21
CCCOc1ccc(NC(=O)CC2C(=O)N(CC)C(=S)N2CCCN2CCN(Cc3ccccc3)CC2)cc1 (configuration not stated)	18	-22

Entries above marked active in OX1R antag-1:
SMILES	OX1R antag-1	OX1R antag-2
COc1cccc(-c2nnc(NC(=O)c3ccco3)s2)c1	53*	-2
CCN(CC)S(=O)(=O)c1cccc(NC(=O)CSc2nc3ccccc3[nH]2)c1	53*	44*

Next part:
SMILES	OX1R antag-1	OX1R antag-2
Cc1cccc2cc(C#N)c(SCC(=O)NCC3CCCO3)nc12 (configuration not stated)	12	-6
COc1ccc(OC)c(N(CC(=O)N2CCC(C)CC2)S(=O)(=O)c2ccc(OC)c(OC)c2)c1	22	-32
COc1ccc2[nH]c3c(c2c1)CCN1C(=O)C(CC(=O)NCc2ccco2)C[C@H](C(=O)N2CCCCC2)[C@@]31CCc1ccccc1 (some centres not stated)	6	-8
CCOC(=O)C1CCCN(Cc2c(C(=O)N3CCOCC3)nc3ccccn23)C1 (configuration not stated)	8	-5
COc1cc2c(cc1OC)-c1nnc(-c3ccco3)n1C1(CCCC1)C2	21	-28
O=C(CCc1nnc(C2CCCCC2)o1)N1CCC(Oc2cccnc2)CC1	5	-36
Cc1occc1-c1nnc(SCC(=O)c2ccc(F)cc2)n1Cc1ccco1	28	-38
Cc1ccccc1CN(c1ccc(C(=O)Nc2ccccc2C(=O)NCc2ccco2)cc1)S(C)(=O)=O	25	33
Cc1ccc(-n2cnc3scc(-c4cccs4)c3c2=O)cc1	17	-3
O=C(NCc1ccco1)Nc1ccc([N+](=O)[O-])cc1	19	15
O=[N+]([O-])c1ccc2nc(NS(=O)(=O)c3ccc(F)cc3)sc2c1	34	-17
CCOC(=O)c1ccc(Oc2nc(N(C)C)nc(N3CCOCC3)n2)cc1	23	-51
C=CCN1C(=O)C2C(C(=O)NCc3ccccc3)C3(C)C=CC2(O3)C1C(=O)NC(C)(C)C (configuration not stated)	2	0
COc1ccc(OC)c(NS(=O)(=O)c2cccc3cccnc23)c1	4	12
COc1ccccc1C(=O)/C=C/c1ccc(N2CCCCC2)c([N+](=O)[O-])c1	7	-57
O=C(O)c1cc(S(=O)(=O)NC(Cc2c[nH]c3ccccc23)C(=O)O)ccc1Cl (configuration not stated)	-6	3
CCn1cc(CN2CCN(CC(C)(C)C)C(CCO)C2)c2ccccc21 (configuration not stated)	4	-45
CC(=O)NS(=O)(=O)c1ccc(NC(=O)c2ccc(Br)o2)cc1	11	-21
CCOC(=O)Cn1nc(-c2ccc(C)cc2)c2ccccc2c1=O	9	-5
CC1(C)C(=O)OC(C(=O)c2ccc(Cl)cc2)C(C)(C)C1=O (configuration not stated)	4	-13
Cc1ccc(N2C(=O)N(CC(=O)NCc3ccc(Cl)cc3)C(=O)C2C)cc1 (configuration not stated)	10	-19
CCc1ccccc1NC(=S)N1CCNC(=O)C1CC(=O)OC (configuration not stated)	5	-19
Cn1cccc1C(=O)NC(=O)COC(=O)c1ccc(S(C)(=O)=O)cc1	11	-3
C[N+](C)(C)CCOC(N)=O	22	-3
CC(C)c1ccc(N(CC(=O)NCC2CCCO2)C(=O)CCC(=O)Nc2nccs2)cc1 (configuration not stated)	9	-25
O=c1cc(N2CCc3ccccc32)[nH]c(=O)n1-c1ccccc1Cl	8	-15
Cc1cccc(C)c1NC(=O)CCN1C(=O)C2C3CCC(C3)C2C1=O (configuration not stated)	8	4
